# High-throughput results as filed in PubChem BioAssay.
# PLK1 PBD inh – blocks phosphopeptide binding to human PLK1 polo-box domain | P53350 | Plk1 PBD binding of FITC phosphopeptide, fluorescence polarization | Potency, µM, inactives show max response, negative = inhibition, hits mostly inhibitors | 2.8% of 360,000 active; further: potency means the concentration at half of the fitted maximal effect; series mostly up to about 57 µM; on the % scale 0 is the no-effect control and ±100 the full control effect; nearly all actives have a fitted effect of over 65% in size
# IL2 activator – activates IL-2 in a cell-based reporter assay; IL-2 activation reporter assay, cell-based qHTS; stimulated with anti-CD3/CD4/CD28 beads; in transgenic mouse T cells; activation, % (series mostly up to about 46 µM); 0.065% of 360,000 active; in the data active means activation above about 50%; inconclusive means mostly about 30% to 49%; further: 0% is about no effect
#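 Quantitative HTS in unstimulated transgenic mouse T cells, with memory T cells as non-tolerant control and PMA/ionomycin as tolerance-bypass control. Compound pretreatment lasted 60 minutes before 18 h bead stimulation; EGFP/DsRed fluorescence read.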
# GLP1R ag – GLP-1 receptor (human) agonism; P43220; HEK293 GLP-1R CRE-luciferase, luminescence, 4-6 h; cells express a hypersensitive GLP-1R form; 0.007% of 380,000 active; Potency, µM (series often up to 45.6 µM), without a hit: top-dose activation, most hits filed as activators; further: potency means the concentration at half of the fitted maximal effect; % of control where 0% means no effect
# Target sequence (P43220 whole entry, looked up): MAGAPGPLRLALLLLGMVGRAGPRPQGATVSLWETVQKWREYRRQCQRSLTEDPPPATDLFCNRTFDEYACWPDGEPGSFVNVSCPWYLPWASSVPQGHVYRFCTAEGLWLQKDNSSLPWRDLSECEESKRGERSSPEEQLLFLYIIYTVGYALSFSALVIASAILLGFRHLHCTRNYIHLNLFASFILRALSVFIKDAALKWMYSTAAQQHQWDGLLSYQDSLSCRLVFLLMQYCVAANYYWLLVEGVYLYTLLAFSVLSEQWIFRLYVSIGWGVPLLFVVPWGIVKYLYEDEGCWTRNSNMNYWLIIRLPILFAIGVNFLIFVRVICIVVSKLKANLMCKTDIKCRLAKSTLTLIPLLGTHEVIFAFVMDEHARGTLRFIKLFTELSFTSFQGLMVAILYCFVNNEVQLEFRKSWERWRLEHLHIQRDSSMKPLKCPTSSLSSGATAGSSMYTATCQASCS
# EPAC1 antagonist – EPAC1 (human) antagonism | O95398 | EPAC1 GEF assay, Rap1b-BODIPY-GDP exchange fluorescence | Potency, µM (top dose mostly 115 µM), for the others: at the top dose activity change, negative = inhibition, actives largely listed as inhibitors | 0.14% of 360,000 active | AID 720709;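 further: potency means the concentration at half of the fitted maximal effect; plate controls were vehicle for no effect and positive control for full effect; nearly all actives have a fitted effect of over 50% in size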
# EPAC1 ag – activates human EPAC1 exchange factor. 0.073% of 360,000 active. O95398. Potency, µM (doses to about 154 µM), without a hit: at the highest dose activation, most hits filed as activators. EPAC1 agonist qHTS, biochemical assay; response scale: 100% = response to 6.5 mM cAMP. AID 720707; further: potency means the concentration at half of the fitted maximal effect; nearly all actives have a fitted effect of over 60% in size
#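 Read-out is the fluorescence drop as BODIPY-GDP leaves Rap1B (480 nm excitation, 540 nm emission), recorded every 5 minutes over 30 minutes. Reactions held 100 nM EPAC1, 250 nM Rap1B–BODIPY-GDP and 50 uM GDP, with 6.5 mM cAMP setting full activation.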
# PI5P4K alpha inh – PI5P4K alpha (human) kinase inhibition | 1.2% of 330,000 active | max response, % | P48426 | PI5P4Kalpha enzyme, ADP-Glo luminescence, 60 min; active compounds read low; active means max response of -50% or lower; inconclusive means between -30% and -50%; inactive means -30% or higher; further: value at the top dose of about 77 µM; on the % scale 0 is the no-effect control and ±100 the full control effect
#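 ADP-Glo luminescence end-point after a 60 min room-temperature kinase reaction. PI5P4Kalpha and substrate in HEPES pH 7.4 buffer with EGTA, 0.1% CHAPS and 5% DMSO; ATP at 5 microM final.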
# PTHR1 agonist – activates the human parathyroid hormone receptor PTHR1. Q03431. HEK293 GP2 PTHR1 cells, GloSensor cAMP luminescence, 1 h. Potency, µM (top dose mostly 115 µM), for inactives: top-dose activation, hits mostly activators. 0.075% of 410,000 active; further: potency means the concentration at half of the fitted maximal effect; nearly all actives have a fitted effect of over 55% in size; some results filed as inactive show a strong effect at the top dose; inactives centre near -15; many of its hits are not listed in these tables
# Target sequence (Q03431 whole entry, looked up): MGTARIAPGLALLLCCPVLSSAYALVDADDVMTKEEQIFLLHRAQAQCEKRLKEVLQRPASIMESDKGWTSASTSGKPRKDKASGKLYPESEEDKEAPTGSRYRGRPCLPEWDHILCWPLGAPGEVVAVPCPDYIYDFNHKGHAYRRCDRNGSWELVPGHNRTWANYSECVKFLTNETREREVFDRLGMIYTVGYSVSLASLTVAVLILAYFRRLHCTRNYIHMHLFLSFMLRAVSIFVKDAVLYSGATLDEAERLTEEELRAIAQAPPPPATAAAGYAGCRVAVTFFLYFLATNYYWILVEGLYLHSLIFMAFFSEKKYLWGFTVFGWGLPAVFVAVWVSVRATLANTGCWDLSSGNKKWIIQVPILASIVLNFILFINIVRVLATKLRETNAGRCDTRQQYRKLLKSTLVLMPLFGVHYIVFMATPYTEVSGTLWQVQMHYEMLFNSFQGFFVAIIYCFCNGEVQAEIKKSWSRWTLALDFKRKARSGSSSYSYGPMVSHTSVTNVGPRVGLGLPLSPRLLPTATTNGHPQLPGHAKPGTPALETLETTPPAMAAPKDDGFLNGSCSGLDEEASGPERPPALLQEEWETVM
#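 HEK-293-derived GP2 cells expressing PTHR1 and a GloSensor cAMP reporter, 3,000/well, plated overnight, given luciferin plus IBMX (each 0.5 mM as added) for 1 h at 37 °C, then compound for 1 h at 37 °C. Luminescence was read after 15 min at room temperature.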
# GLP1R inv ag – GLP-1 receptor (human) inverse agonism. HEK293 GLP-1R CRE-luciferase, luminescence, 24 h; GLP-1R form is constitutively active. Potency, µM (top dose mostly 38.3 µM), inactives show at the top dose activity change, negative = inhibition, usual class: inhibitors. 1.6% of 410,000 active; further: potency means the concentration at half of the fitted maximal effect; on the % scale 0 is the no-effect control and ±100 the full control effect; nearly all actives have a fitted effect of over 55% in size
#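 Luminescence readout: a drop in cAMP-driven luciferase signal flags inverse agonism at a constitutively active GLP-1R stably expressed in HEK293. Compound exposure lasted 24 hr at 37 deg C, 5% CO2.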
# HEK293 tox – cytotoxicity in counter-screen for GLP-1R inverse agonists | 0.13% of 410,000 active | HEK293 cAMP-luciferase reporter cells, luminescence, 24 h | Potency, µM (highest dose often 38.3 µM), for inactives: at the highest dose activity change, negative = inhibition, usual class: inhibitors | AID 624418;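 further: loss of luciferase light is scored as toxicity; potency means the concentration at half of the fitted maximal effect; on the % scale 0 is the no-effect control and ±100 the full control effect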
#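 Compound-treated cells are incubated 24 hr at 37 deg C under 5% CO2 after a 12 hour attachment period, then luciferase detection reagent is added and luminescence is measured following 12 min at room temperature; lowered signal indicates toxicity.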
# Active calls of the source: *; i = inactive; ? = inconclusive; . = not tested or not shown; [ ] = remark or other dose. Unless noted, the call rests on the fitted dose curve; in most records, active means well fitted curve in the direction sought with a large enough effect; inconclusive means small, poorly fitted or top-dose-only effect, or another doubt; inactive means no such curve, though single readings can be large; an effect the other way counts as inactive or inconclusive. A portion of the library; rates above refer to the full screens.
structure,PLK1 PBD inh,IL2 activator,GLP1R ag,EPAC1 antagonist,EPAC1 ag,PI5P4K alpha inh,PTHR1 agonist,GLP1R inv ag,HEK293 tox
CC(C)[C@H](NC(=O)[C@@H]1Cc2ccccc2CN1)C(=O)NC1CCCCC1,-10%,1.3,0%,-1%,-21%,-9,-28%,10%,-8%
O=C(NCCc1ccc(Cl)cc1)C1CCC(CNc2nc(=S)[nH]c3ccccc23)CC1 (stereo not given),3%,-4.6,10%,2%,5%,4,-5%,1%,6%
O=C(/C=C/c1cccc(Br)c1)N1CCN(c2cccc(C(F)(F)F)c2)CC1,4%,0.8,-1%,-23%,-5%,19,-6%,?,-6%
C/C(=N\NC(=S)Nc1c(C)cccc1C)c1cc2ccccc2o1,-3%,-4.4,3%,-1%,3%,7,-18%,?,0%
O=C(CC(=O)c1ccccc1)Nc1ccccc1,-10%,-5.0,13%,-3%,7%,7,-43%[inhibitor],-3%,-1%
Cc1[nH]n(-c2ccc(C(=O)O)cc2)c(=O)c1CCO,-18%,1.2,0%,16%,2%,4,i,-1%,-11%
COC(=O)C(C(C)C)N1CCc2c(C)nc3c(C#N)cnn3c21 (stereo not given),3%,2.6,14%,?,4%,4,i,25%,-1%
CCn1c(/C=C/c2c(C)[nH]c3ccccc23)nc2ccccc2c1=O,17%,0.2,2%,10%,7%,2,-8%,?,-4%
CCCNC(=O)c1cc(C2CCCN(C(=O)c3ccc4c(c3)CCO4)C2)on1 (stereo not given),-6%,0.7,-5%,6%,11%,4,-22%,1%,0%
O=C(NCC1CCCO1)c1csc2c1CCCC2 (stereo not given),-1%,-1.9,-1%,10%,4%,.,-9%[57.5 µM],0%,-3%
Cc1ccc(-n2cc(CN(C)CCc3cn[nH]c3)c(-c3cccc(C)c3)n2)cc1,-12%,3.9,9%,-4%,13%,-5,-19%,13%,-8%
CCOC(=O)c1sc(=S)n(-c2cc(OC)ccc2OC)c1N,2.7µM*,-0.3,0%,-8%,11%,?,i,4%,-21%
CN(C)C(=O)N1CCN(C(=O)N(C)C)CC1,-28%,1.0,-14%,-9%,1%,2,-6%[57.5 µM],1%,7%
CCN(C[C@H]1N[C@@](CC)(C(=O)OC)[C@H]2C(=O)N(C)C(=O)[C@@H]12)S(=O)(=O)c1ccc(C(F)(F)F)cc1,-15%,-0.5,9%,1%,11%,-1,i,1%,-1%
COC(=O)COc1ccc(S(=O)(=O)NCc2ccco2)cc1Cl,1%,-3.6,-6%,6%,-1%,0,i,11%,-11%

# (next part)
structure,PLK1 PBD inh,IL2 activator,GLP1R ag,EPAC1 antagonist,EPAC1 ag,PI5P4K alpha inh,PTHR1 agonist,GLP1R inv ag,HEK293 tox
COc1ccc(NC(=O)CCNC(=O)Cn2ccc3ccccc3c2=O)cc1Cl,4%,0.0,1%,10%,-4%,-9,-16%,6%,-2%
COc1cccc(C(=O)NCCc2sc(-c3cccc(C)c3)nc2C)c1,.,.,-4%,.,.,.,-33%[inhibitor],?,-14%
COc1ccc(C(CC(=O)O)NS(=O)(=O)c2ccc3c(c2)NC(=O)CO3)cc1 (stereo not given),9%,1.7,2%,5%,2%,-3,i,-12%,-12%
CCOCCCNC(=O)CN1C(=O)/C(=C\c2ccc(C)cc2)Sc2ccccc21,-11%,-3.8,-3%,4%,6%,-10,-12%,-8%,11%
COc1cccc(NC(=O)CSc2nn3c(=O)c(C)nnc3s2)c1,-1%,-3.4,-5%,1%,-12%,6,i,15%,-10%
O=C(c1ccc(Cn2c(=S)[nH]c3ccc(N4CCOCC4)cc3c2=O)cc1)N1CCN(c2ccc(F)cc2)CC1,-4%,-0.1,3%,-10%,-10%,-13,-25%,7%[7.66 µM],0%[7.66 µM]
O=C(Cc1c[nH]c2ccccc12)Nc1ccccc1N1CCOCC1,-14%,-0.1,14%,?,-6%,-14,-18%,-13%,-13%
c1ccc2c(c1)CCN(c1nc3cc4c(cc3s1)OCO4)C2,?,2.9,-17%,-9%,13%,1,-15%[57.5 µM],-25%,4%
CCOC(=O)C1CCN(C(=O)COC(=O)c2oc3ccc(OC)cc3c2C)CC1,-13%,1.1,-8%,-16%,-3%,-1,-25%,9%,2%
O=C(Nc1ccc(F)c([N+](=O)[O-])c1)c1cccs1,-6%,-0.7,8%,-4%,10%,-1,-62%[inhibitor],-9%,-15%
CCOC(=O)c1sc(SC)c2c1CCCC2=O,-3%,0.2,-3%,8%,-7%,1,i,50%[activator],-3%
Cc1cccc2cc(CN(Cc3cccs3)C(c3nnnn3C3CCCC3)C(C)C)c(=O)[nH]c12 (stereo not given),?,-2.5,-8%,11%,-1%,5,i,3%,8%
CC1(C)CN(CCc2ccccc2)C(=O)[C@H]1CC(=O)Nc1ccccc1,4%,-0.6,10%,2%,2%,4,-53%[inhibitor],-27%,5%
O=C1NC(=O)/C(=C/c2ccccc2Oc2ccc(Cl)cc2)S1,?,0.8,-3%,5%,9%,-5,i,?,-5%
CN(C)C(=O)c1ccc(NC(=O)CSc2nc3ccccc3[nH]2)cc1,-10%,2.6,4%,4%,5%,-8,-14%,16%,-7%

# (list continues)
structure,PLK1 PBD inh,IL2 activator,GLP1R ag,EPAC1 antagonist,EPAC1 ag,PI5P4K alpha inh,PTHR1 agonist,GLP1R inv ag,HEK293 tox
CCc1nnc2n1N=C(c1ccc(-c3cc(Cl)ccc3Cl)o1)CS2,-4%,-0.8,10%,5%,-4%,-6,-9%,78%[activator],-26%
O=C(NCC(=O)N(CC1CCCO1)C(C(=O)NC1CCCCC1)c1ccc(F)cc1)c1ccco1 (stereo not given),-10%,-0.8,5%,1%,7%,-4,-6%[57.5 µM],0%,0%
COc1ccc(C(C)C)cc1-c1cccc2nncn12,3%,-0.2,11%,-12%,-5%,4,-37%[inhibitor],8%,-2%
Cc1ccc(S(=O)(=O)N2CCC(=O)c3ccccc32)cc1,-6%,-1.7,17%,7%,12%,-5,-22%,-15%,-13%
Cc1cccc(CN2CCCC(C(=O)Nc3ccccc3Oc3cccnc3)C2)c1 (stereo not given),-11%,-3.2,4%,-19%,-5%,1,i,?,-7%
CCOC(=O)CC(=O)CSc1nc(-c2cccnc2)ccc1C#N,-3%,-1.0,8%,7%,16%,.,i,86%[activator],67%[activator]
O=C(c1ccc(Oc2ccc(Cl)cc2)c([N+](=O)[O-])c1)N1CCCC1,-8%,-0.4,10%,-7%,2%,2,-6%,?,3%
O=C(O)CSc1nnc(-c2ccc(Cl)cc2Cl)n1Cc1ccccc1,-1%,-1.3,-1%,11%,11%,-1,i,8%,-3%
O=C1CCc2cc(S(=O)(=O)Nc3cccc(Cl)c3)ccc2N1,.,-0.7,14%,1%,11%,.,i,.,.
COc1cccc(NC(=O)c2ncn[nH]2)c1,-2%,-2.7,-4%,2%,4%,1,i,14%,18%
COc1ccc(Cc2nnc(SCC(=O)Nc3ccc(C)c(Cl)c3)[nH]c2=O)cc1,-28%,2.5,4%,?,-4%,1,i,?,3%
O=C(c1cc(-c2ccncc2)nc2ccc(Cl)cc12)N1CCN(Cc2ccc3c(c2)OCO3)CC1,-20%,-7.4,10%,?,5%,0,-13%,-8%,3%
O=c1nc(NCc2ccccc2Cl)cn[nH]1,-7%,-1.2,1%,3%,5%,.,-18%[57.5 µM],5%,12%
CCOc1cc(/C=N/NC(=O)C(=O)NCC2CCCO2)ccc1OCC(=O)N1CCOCC1 (stereo not given),-2%,-0.1,-13%,-12%,4%,3,i,5%,-5%
Cc1cc(C2=NNC(=Nc3ccc(S(=O)(=O)N4CCOCC4)cc3)SC2)c(C)n1C,3%,0.6,-2%,20%,-8%,?,i,34%,3%

# Among those listed so far, these contain a furan ring, fused or not.
structure,PLK1 PBD inh,IL2 activator,GLP1R ag,EPAC1 antagonist,EPAC1 ag,PI5P4K alpha inh,PTHR1 agonist,GLP1R inv ag,HEK293 tox
C/C(=N\NC(=S)Nc1c(C)cccc1C)c1cc2ccccc2o1,-3%,-4.4,3%,-1%,3%,7,-18%,?,0%
COC(=O)COc1ccc(S(=O)(=O)NCc2ccco2)cc1Cl,1%,-3.6,-6%,6%,-1%,0,i,11%,-11%
CCOC(=O)C1CCN(C(=O)COC(=O)c2oc3ccc(OC)cc3c2C)CC1,-13%,1.1,-8%,-16%,-3%,-1,-25%,9%,2%
CCc1nnc2n1N=C(c1ccc(-c3cc(Cl)ccc3Cl)o1)CS2,-4%,-0.8,10%,5%,-4%,-6,-9%,78%[activator],-26%
O=C(NCC(=O)N(CC1CCCO1)C(C(=O)NC1CCCCC1)c1ccc(F)cc1)c1ccco1 (stereo not given),-10%,-0.8,5%,1%,7%,-4,-6%[57.5 µM],0%,0%

# (next part)
structure,PLK1 PBD inh,IL2 activator,GLP1R ag,EPAC1 antagonist,EPAC1 ag,PI5P4K alpha inh,PTHR1 agonist,GLP1R inv ag,HEK293 tox
Cc1ccc(NC2=C(C(=O)c3ccccc3)N(C)S(=O)(=O)c3ccccc32)cc1,-4%,-3.6,0%,16%,1%,-5,-47%[inhibitor],?,-21%
Cc1ccc(C(=O)NNC(=S)NC(=O)c2ccccc2)cc1,?,1.8,3%,3%,7%,0,-16%,?,0%
CCN(CC)C(=O)C1CCC(C)(C(=O)O)C1(C)C (stereo not given),-9%,-3.6,0%,-6%,-3%,-6,-1%,-4%,8%
COc1cc(C(=O)Oc2cccc(/C=N/NC(=O)c3cccnc3)c2)cc(OC)c1OC,1%,-0.3,10%,-12%,0%,7,i,-9%,-8%
CCOc1ccc(C(=O)NCC(=O)NCCCSc2ccccc2)cc1OCC,-7%,-3.4,8%,8%,-4%,0,i,-6%,2%
CCOc1ccc(OCC(=O)NCCS(=O)(=O)N2CCN(c3cccc(Cl)c3)CC2)cc1,.,.,1%,.,.,.,-24%,11%,-4%
